OX1R antag-1 = OX1R (HCRTR1) antagonists, primary screen, fluorescence, CHO/OX1R cells, Fluo-8 calcium, orexin A | AID 434989, 2010 | 0.43% of 330,000 active | inhibition, % at 5 µM | Orexin/Hypocretin receptor type 1 (Homo sapiens), O43613 | Fluo-8 calcium fluorescence;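 active means inhibition above its plate's threshold, mean inhibition of all tested compounds on the plate plus 3 SD, cut at about 37% in these data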;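 further: 0% = orexin A challenge wells and 100% = SB-334867-A antagonist wells; not every result past the cut was called active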
Target sequence (O43613 whole entry, looked up): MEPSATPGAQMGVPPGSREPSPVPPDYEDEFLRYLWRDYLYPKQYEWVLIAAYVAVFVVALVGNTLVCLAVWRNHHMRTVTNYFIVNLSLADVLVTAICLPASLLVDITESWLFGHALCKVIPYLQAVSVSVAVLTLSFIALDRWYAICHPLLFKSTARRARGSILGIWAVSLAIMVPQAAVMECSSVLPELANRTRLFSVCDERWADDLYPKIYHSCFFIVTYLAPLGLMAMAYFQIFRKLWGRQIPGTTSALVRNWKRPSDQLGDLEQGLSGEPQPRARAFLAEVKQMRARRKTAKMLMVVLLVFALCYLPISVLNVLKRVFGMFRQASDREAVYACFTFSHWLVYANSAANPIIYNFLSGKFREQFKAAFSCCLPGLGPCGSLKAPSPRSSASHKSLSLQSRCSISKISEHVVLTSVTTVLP
OX1R antag-2 = antagonists of human orexin 1 receptor (OX1R) | OX1R-expressing cells, FRET antagonist read-out | Orexin/Hypocretin receptor type 1 (Homo sapiens), O43613 | inhibition, % at 6.6 µM | 1.8% of 330,000 active | AID 485270, 2010; in the data active means inhibition mostly above about 38%, no sharp cut-off; inactive means mostly below about 40%;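 further: 0% = agonist challenge alone and 100% = reference antagonist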
An asterisk follows results filed as active.

| canonical_smiles | OX1R antag-1 | OX1R antag-2 |
| --- | --- | --- |
| C/C(=N\NC(=O)c1c(Br)cnn1C)c1ccc(NC(=O)c2ccc(F)cc2)cc1 | -12 | 10 |
| Cc1ccnc(NS(=O)(=O)c2ccc(NC(=O)c3ccc(N4C(=O)CCC4=O)cc3)cc2)n1 | -14 | 2 |
| CCCc1cc(=O)oc2cc(OCC(=O)NC(Cc3c[nH]c4ccc(O)cc34)C(=O)O)c(Cl)cc12 (centres undefined) | 2 | 16 |
| CCOC(=O)N1CCC(NC(=O)CC2C(=O)NCCN2Cc2ccc(C)cc2)CC1 (centres undefined) | -14 | 10 |
| CCOC(=O)N1CCN(C(=O)CN(c2cc(Cl)ccc2OC)S(=O)(=O)c2ccccc2)CC1 | -37 | 12 |
| Cc1ccc(Nc2c([N+](=O)[O-])c(=O)oc3ccccc23)cc1C | -40 | 17 |
| COC(=O)CC1C(=O)NCCN1C(=S)NC(=O)C(c1ccccc1)c1ccccc1 (centres undefined) | -9 | -4 |
| COc1ccc(CS(=O)(=O)CC(C)(O)c2ccc(Cl)cc2)cc1 (centres undefined) | -8 | -1 |
| COc1cc(OC)c(OC)cc1CN1CCN(Cc2cccn2C)CC1 | -6 | 8 |
| CCOc1cc(C)c(S(=O)(=O)Nc2ccc(F)cc2)cc1C | -23 | 7 |
| CC(=O)Nc1ccc(N=NC2C(=O)N(C(N)=S)N=C2C)cc1 (centres undefined) | -10 | 34* |
| CCOC(=O)C1=C(c2ccccc2)NC(=O)NC1c1cc(Br)c(O)c(OC)c1 (centres undefined) | -28 | 12 |
| CCSc1nc(-c2cccs2)nc2ccccc12 | -22 | 3 |
| Cc1c(NC(=O)c2cccc(-c3cc4ccccc4oc3=O)c2)cccc1-c1nc2ncccc2o1 | 32 | 67 |
| O=C(COc1ccccc1Cl)NCCc1ccc2c(c1)OCCO2 | -9 | 12 |
| CS(=O)(=O)N1CCC(Oc2ccccc2C(=O)N2CCN(CC3CC3)CC2)CC1 | -20 | 22 |
| CCN1CC=C2C(C#N)=C(N)C(C#N)(C#N)C(c3cc(Cl)ccc3Cl)C2C1 (centres undefined) | -5 | 73 |
| O=C(N[C@@H](Cc1ccccc1)C(=O)O)c1c(F)c(F)c(F)c(F)c1F | -6 | 19 |
| CCOc1ccc(CCNC(=O)CN(C)S(=O)(=O)c2cccs2)cc1OCC | -31 | 12 |
| CS(=O)(=O)N1CCN(c2ccccc2NC(=O)CSc2nnc(-c3ccco3)o2)CC1 | -32 | 11 |
| O=c1cc(-c2ccc(OCc3ccccc3)cc2)oc2cc(OCc3ccccc3)cc(OCc3ccccc3)c12 | -2 | 5 |
| Cc1ccc(S(=O)(=O)N(C)C[C@@H]2Oc3ccc(NS(C)(=O)=O)cc3CC(=O)N([C@H](C)CO)C[C@@H]2C)cc1 | -13 | 12 |
| CCOC(=O)C(c1ccccc1)C(Nc1ccc(F)cc1)c1ccccn1 (centres undefined) | -17 | 15 |
| CCN(C(=O)Cc1nc(N)n[nH]1)C1(C(=O)Nc2ccccc2)CCCCC1 | -11 | 3 |
| CC(=O)OC1COC(n2ccc3cc([N+](=O)[O-])ccc32)C(OC(C)=O)C1OC(C)=O (centres undefined) | -9 | 16 |
| CCc1ccc(S(=O)(=O)Nc2c(NC3CCCCC3)c3ccccc3oc2=O)cc1 | -11 | 30 |
| Cc1cc(NC(=O)CSc2nnnn2-c2ccc(C)c(C)c2)no1 | -19 | 7 |
| O=C(Cn1nnc(-c2ccccc2NC(=O)C2CC2)n1)NC1CCCCC1 | -24 | 10 |
| O=C(NCc1ccccc1)c1cncc(Br)c1 | -3 | 4 |
| CCOc1ccc(C(=O)C(C)OC(=O)c2nc(Cl)ccc2Cl)cc1 (centres undefined) | -42 | 25 |
| Cc1cc(O)ccc1-c1cnc2ccccc2n1 | 7 | 12 |
| CC(C)Cc1nc(NCCN2CCOCC2)c(C#N)c2c1COC(C)(C)C2 | -30 | 9 |
| O=S1(=O)CCOC[C@H](Cc2ccccc2)N1Cc1cccc(C(F)(F)F)c1 | -15 | 9 |
| CC1CCN(C(=O)C2CCN(S(=O)(=O)c3cccc4nsnc34)CC2)CC1 | -14 | 28 |
| O=C(CNC(=O)c1ccccc1F)N/N=C/c1cn[nH]c1-c1ccccc1 | -9 | 12 |
| Cc1ccccc1NC(=O)C1CCCN(S(=O)(=O)c2ccc(-n3cnnn3)cc2)C1 (centres undefined) | -13 | 32 |
| COc1ccc(CCNC(=O)CC(=O)N/N=C/c2ccc(Br)cc2)cc1OC | -22 | 28 |
| CC(=O)Nc1cccc(NC(=O)Nc2ccc(C(C)=O)cc2)c1 | -9 | 5 |
| Cc1cccc(NC(=O)c2cc(Cl)nc3ccccc23)c1 | -25 | 27 |
| O=C(CSc1n[nH]c(-c2ccco2)n1)Nc1ccccc1F | -17 | 17 |

The last 4 records of the part before are carried over, then new ones follow.
| canonical_smiles | OX1R antag-1 | OX1R antag-2 |
| --- | --- | --- |
| COc1ccc(CCNC(=O)CC(=O)N/N=C/c2ccc(Br)cc2)cc1OC | -22 | 28 |
| CC(=O)Nc1cccc(NC(=O)Nc2ccc(C(C)=O)cc2)c1 | -9 | 5 |
| Cc1cccc(NC(=O)c2cc(Cl)nc3ccccc23)c1 | -25 | 27 |
| O=C(CSc1n[nH]c(-c2ccco2)n1)Nc1ccccc1F | -17 | 17 |
| Oc1ccccc1N1CCN(C(=S)NCCc2ccccc2)CC1 | -14 | 12 |
| O=C(c1ccccc1OCc1ccccc1Br)N1CCN(c2ncccn2)CC1 | -31 | 9 |
| CCn1c(/N=C/c2ccc(OC)cc2O)nc2ccccc21 | -6 | -4 |
| COC(=O)c1ccc(S(=O)(=O)NCc2ccc(S(N)(=O)=O)cc2)n1C | -13 | 11 |
| FC(F)(F)c1ccc(-c2nnc(-c3ccccn3)c(-c3ccccn3)n2)nc1 | -29 | 31 |
| COc1ccc(S(=O)(=O)NC(C)c2ccccc2)cc1C(=O)N1CCCCC1 (centres undefined) | 14 | 79* |
| Cc1ccc(S(=O)(=O)NCCc2nnc3ccc(NCCCOC(C)C)nn23)cc1 | -16 | 35 |
| COc1ccc(CNS(=O)(=O)c2ccc3c(c2)CCN3C(=O)C2CCC2)cc1 | -20 | 27 |
| CC(=O)N1CCc2cc(Br)cc(S(=O)(=O)CCC(=O)N3CCN(c4ccccn4)CC3)c21 | -11 | 25 |
| COc1ccc(C(=O)O)cc1S(N)(=O)=O | 9 | 9 |
| CCOC(=O)C1CCCN(CC(O)COc2ccc(OC)cc2C(C)(C)C)C1 (centres undefined) | -43 | 6 |
| O=C1C2C3C=CC(C4CC34)C2C(=O)N1Cc1ccco1 (centres undefined) | 0 | 10 |
| CCNC(=S)NNC(=O)c1cccn(Cc2ccc(Cl)cc2Cl)c1=O | -12 | -1 |
| N#Cc1ccsc1NC(=O)CN1CCN(c2ccc(O)cc2)CC1 | 1 | 2 |
| Cc1ccc(NC(=O)c2sc(Cl)nc2C)c(C)c1 | -10 | 17 |
| CCC(CC)n1[nH]c(=O)c2c(C)cc(C)nc21 | -13 | 23 |
| CCOc1cc(C(=O)Nc2ccc(C)cc2O)ccc1OCC(=O)N1CCOCC1 | -13 | 10 |
| NNC(=S)NC1CCS(=O)(=O)C1 (centres undefined) | 1 | 7 |
| COc1ccc(/C=C2\SC(=O)N(CCC(=O)N(C)C3CCS(=O)(=O)C3)C2=O)cc1 (centres undefined) | -14 | 10 |
| COc1ccc(Br)cc1/C=N/n1c(COc2ccccc2)n[nH]c1=S | -6 | -2 |
| Cc1ccccc1NC(=O)NNC(=O)OC(C)(C)C | -12 | 6 |
| Nn1c(SCc2ccc(F)cc2)nnc1-c1ccncc1 | -9 | 1 |
| O=C(COC(=O)/C=C/c1cccc(C(F)(F)F)c1)NC1CCCCCC1 | -4 | 3 |
| COc1cc(OC)c(N(C)S(=O)(=O)c2cccc(C(=O)NC(C)C3CC4CCC3C4)c2)cc1Cl (centres undefined) | -25 | 7 |
| Cc1ccc(/C(=C\CN2CCCC2)c2ccccn2)cc1 | -24 | 18 |
| CN1CCN(CC(=O)N/N=C\c2c[nH]c3ccccc23)CC1 | 2 | -1 |
| O=C(NC1CCCCC1)C(c1ccc2ncccc2c1)N(Cc1ccc(F)cc1)C(=O)c1cccs1 (centres undefined) | -25 | 11 |
| CCOC(=O)Cn1nc(-c2ccc(F)cc2)oc1=O | 20 | 18 |
| CCCCNC(=S)N/N=C/c1ccc(C#N)cc1 | -15 | 15 |
| CN(C)c1ccc(C(=O)NN2C(=O)c3ccccc3C2=O)cc1 | -12 | 5 |
| Cn1ccc(NC(=O)c2ccc(Cl)cc2Cl)n1 | -8 | 4 |
| CCN(C(=O)CSc1cc(C)c2ccccc2n1)c1c(N)n(Cc2ccccc2)c(=O)[nH]c1=O | -7 | 48 |
| Cc1ccc(C(=O)O/N=C/c2c(C(F)(F)F)nn(C)c2Sc2ccc(Cl)cc2)cc1 | -25 | 26 |
| O=C(c1ccco1)N1CCN(S(=O)(=O)c2ccc3c(c2)OCCO3)CC1 | -6 | 12 |
| Cc1ccc(CC2CC(=O)N(c3cc(Cl)ccn3)C2=O)cc1 (centres undefined) | 2 | 3 |
| COc1ccc(OC)c(N(CC(=O)NCC2CCCO2)S(=O)(=O)c2ccccc2)c1 (centres undefined) | -20 | 34 |
| CS(=O)(=O)Nc1ccccc1C(=O)c1ccccc1 | 4 | 11 |
| CC1CCN(C(=O)Cn2c(SCC(=O)Nc3nccs3)nc3ccccc32)CC1 | -12 | 5 |
| Cc1ccc(CS(=O)Cc2ccc(C(=O)N3CCOCC3)o2)cc1 (centres undefined) | -8 | 19 |
| CC(C)c1ccc(NC(=O)CSc2n[nH]c(=O)n2-c2cccnc2)cc1 | 13 | 38 |
| Cc1cccc(-c2nc(CS(=O)CC(=O)NCc3ccco3)c(C)o2)c1 (centres undefined) | -21 | 23 |
| CN(C)CCN(C(=O)/C=C/c1cccs1)c1nc2ccc(Br)cc2s1 | 12 | 7 |
| O=C(CSc1nc(-c2ccccc2)nc2ccccc12)Nc1cccc(C(=O)O)c1 | 3 | 44 |
| Cc1nnc2ccc(N3CCOCC3)nn12 | -4 | 9 |
| O=C(NCc1cccnc1)c1cn(CCc2ccccc2)nn1 | -12 | 11 |
| CCO[C@@H]1OC(C(=O)N2CCN(Cc3ccccc3)CC2)=C[C@H](c2ccc(C(F)(F)F)cc2)[C@H]1CCCO | -27 | 17 |
| Cc1ccc(/C=N/NC(=O)C2COc3ccccc3O2)s1 (centres undefined) | -15 | 8 |
| O=C(Nc1ccc2c(c1)C(=O)N(CC1CCCO1)C2=O)c1ccccc1Br (centres undefined) | -20 | 15 |
| O=C(c1ccco1)c1nc2c(n1O)CCCCC2 | 2 | 7 |
| COc1ccc(S(=O)(=O)N2CCCCC2)cc1NC(=O)CCNC(=O)c1ccccc1Cl | -28 | 7 |
| O=C(N/N=C/C=C/c1ccccc1)c1cc2c(ccc3ccccc32)o1 | -18 | 21 |
| CCCCn1c(N)c(N(CCC(C)C)C(=O)c2cccc(-n3cnnn3)c2)c(=O)[nH]c1=O | -14 | 2 |
| CCCc1ccc(S(=O)(=O)N2CCN(C(C)C(=O)NCc3ccc(OC)cc3)CC2)cc1 (centres undefined) | -7 | 5 |
| CCOc1ccc2cc(C#N)c(SCC(=O)N3CCC(C)CC3)nc2c1 | -31 | 12 |
| CCN1CCN(C(c2ccccc2)c2nnnn2Cc2ccc3c(c2)OCO3)CC1 (centres undefined) | -28 | 13 |
| Cc1ccccc1-n1c(=O)c2ccccc2n2c(=O)[nH]nc12 | -21 | 19 |
| O=C(Cn1cnc([N+](=O)[O-])c1)NCCc1ccccc1 | -11 | 14 |
| O=C(CS(=O)CC(=O)N(c1ccccc1)C(C(=O)NC1CCCCC1)c1ccco1)Nc1ccc(F)cc1 (centres undefined) | -33 | 6 |
| CSCCC(NS(=O)(=O)c1ccccc1)C(=O)OCc1cc(=O)oc2cc(O)ccc12 (centres undefined) | -4 | 40 |
| CCOC(=O)CCNC(=O)N1CCCC(C(=O)c2ccc3c(c2)OCO3)C1 (centres undefined) | -16 | 19 |

Record cards, as listed above:
Shown for `Cc1nnc2ccc(N3CCOCC3)nn12` → OX1R antag-1 = -4; OX1R antag-2 = 9
Shown for `CCO[C@@H]1OC(C(=O)N2CCN(Cc3ccccc3)CC2)=C[C@H](c2ccc(C(F)(F)F)cc2)[C@H]1CCCO` → OX1R antag-1 = -27; OX1R antag-2 = 17

(further entries)
| canonical_smiles | OX1R antag-1 | OX1R antag-2 |
| --- | --- | --- |
| C=CCOc1cccc(C2C(C(=O)c3ccc(C)o3)=C(O)C(=O)N2CCCn2ccnc2)c1 (centres undefined) | -1 | 19 |
| N#Cc1cccc(C(=O)OCC(=O)c2ccc3c(c2)NC(=O)CO3)c1 | -6 | 12 |
| CCn1c2ccccc2c2nc3ccccc3nc21 | 27 | 93* |
| COc1ccc2[nH]c(C(=O)N3CCC(CO)(Cc4cccc(C(F)(F)F)c4)CC3)c(C)c2c1 | -17 | 13 |
| COc1ccc(OCC(O)CNC(=O)Nc2ccc(C(C)(C)C)cc2)cc1 (centres undefined) | -20 | 0 |
| Cc1c(C(=O)OCC(=O)N2C(C)CCCC2C)oc2ccccc12 (centres undefined) | -38 | 40 |
| CCN(CC)C(=S)SCC(=O)Nc1nc(=O)c2ccccc2s1 | -37 | 12 |
| CC(C)(C)OC(=O)C(Cc1ccc(OC(C)(C)C)cc1)NC(=O)CNC(=O)OCc1ccccc1 (centres undefined) | -28 | 13 |
| CCn1c(CCC(=O)Nc2nc3c(s2)CCCC3)nc2cc(S(=O)(=O)N(C)C)ccc21 | -19 | 15 |
| CCN(C(=O)CN1C(=O)NC(CCSC)C1=O)C1CCS(=O)(=O)C1 (centres undefined) | -17 | 5 |
| COc1ccc(NC(=O)c2cccnc2SC)cc1S(=O)(=O)N1CCCCC1 | -20 | 14 |
| CN1CCN(CC(O)COc2ccccc2)CC1 (centres undefined) | -8 | 29 |
